# Compound activity as filed in PubChem.
# MT stabilize HCS: stabilizes microtubules in HeLa cells. actives 0.83% (n = 200,000). % tubulin-high responders, % at 10 µM. AID 2205. HeLa tubulin immunostaining HCS, 24 h; share of cells brighter than vehicle mean+2SD;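 active = plate Z-score above 3 for both tubulin-high and condensed-nucleus cell shares, with cell loss under 80%, at 10 µM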;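 also: anti alpha tubulin signal scored within the nucleus-defined area of each cell; some results filed as inactive read as strong as hits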
# T cell modulator: T cell immune modulators affecting CD8 T cell-vesicle binding; calls only at 7 µM; actives 0.068% (n = 330,000); 2C CD8+ T cell-vesicle binding, flow cytometry; hits give low values;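 active = response, share of CD8 T cells binding vesicles, and their 90th percentile fluorescence all below set limits, cut at about 80% in these data, passing the limit was not always enough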
#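 Read-out – percent CD8+ FL2 mean versus row control · System – murine 2C transgenic CD8+ T lymphocytes · Times – 1.5 h cell–vesicle binding at 37 °C, then 20 min icy labelling · Control set – naked vesicles low, QL9 vesicles with vehicle high · Detection – cytometric PE anti-B7-1 and Alexa647 anti-CD8 signals after 1% paraformaldehyde fixation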
# bCat nuc transl: modulators of beta-catenin nuclear translocation; HeLa beta-catenin nuclear translocation, immunofluorescence imaging; nuclear translocation activity, % at 5 µM; actives 0.3% (n = 190,000); AID 1665;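 active = nuclear translocation activity above 50% at 5 µM, with a well cell count of 50 or more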;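 also: per-cell ratio of nuclear to cytoplasmic median beta-catenin stain intensity; plate controls were DMSO negative control for no effect and GSK-3 inhibitor IX positive control for full effect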
#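 assay system = human HeLa cells, endogenous beta-catenin | times = compound treatment 24 h, 37°C, 5% CO2 | detection = Anti-beta-catenin immunofluorescence on PFA-fixed, Triton-permeabilized cells, DAPI nuclei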
# WT yeast gro inh: growth inhibition of WT yeast, mitochondrial fusion screen; actives 2.1% (n = 190,000); mitochondrial fusion phenotypic screen, WT strain; inhibition, % at 10 µM; AID 1362; in the data active = inhibition above about 58%; tested in S. cerevisiae
# M17LAP inhibition: P. falciparum M17LAP inhibitors, primary screen, biochemical, fluorogenic H-Leu-NHMec substrate, 1536-well (AID 1619). recombinant M17LAP, H-Leu-NHMec fluorogenic kinetic assay; higher % means a stronger effect. inhibition, % at 30 µM; hits with a dose series show IC50 in µM. actives 0.38% (n = 220,000);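 active = compound inhibiting the enzyme by more than half at any dose during confirmatory dose-response retesting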;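 also: plate controls were full reaction with DMSO carrier for no effect and no enzyme background for full effect; strong numbers were not always called active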
# Dynein transport: dynein cargo transport inhibition; 3617.4 mouse cells, GR-EGFP nuclear translocation imaging; test concentration mostly 20 µM; stimulated with dexamethasone, 1 µM; hits give low values; z-score, hits read low; actives 0.47% (n = 220,000); AID 1381;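 active = plate z-score of nuclear minus cytoplasmic receptor signal below a set negative limit, without overly bright fluorescence or cell loss, cut at about -3.5 in these data, passing the limit was not always enough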;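 also: z-score of nuclear minus cytoplasmic ring GR-EGFP intensity difference per well; some compounds called inactive have numbers as strong as hits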
#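 medium = tetracycline-free induction medium containing charcoal-stripped FBS | probe or stimulus = dexamethasone, 1.0 µM final | timing = 48 h induction, then 1 h compound, then 30 min agonist, 37 °C | detection = automated 10x imaging of fixed Hoechst-stained cells | read-out basis = nuclear versus cytoplasmic GR-EGFP signal, averaged per well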
# Yfh1-depleted yeast: enhancers of respiration in Yfh1-depleted yeast, dose response, Friedreich's ataxia, plus single-dose screen (AID 1465); S. cerevisiae Yfh1-off respiration, WST-1 reduction, 72 h; higher fold induction means a stronger effect; fold induction at 50 µM; hits with a dose series show EC50 in µM; actives 0.074% (n = 220,000);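 active = fold induction of absorbance versus untreated yeast above a set limit, then at least 30% activation at any dose in follow-up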;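 also: activators that raise dye reduction in frataxin-depleted yeast; strong numbers were not always called active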
# Autophagy mod: alters autophagy in cells. MEF GFP-LC3 puncta imaging; test concentration mostly 10 µM. calls only at 10 µM (by protocol). actives 0.98% (n = 190,000);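 active = percentage of spot-positive cells more than 3 SD above its plate mean, without a fluorescence outlier flag or 80% toxicity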;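 also: spot-positive cell cutoff set from DMSO-treated cells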
# P. falciparum M1AAP: P. falciparum M1AAP inhibitors, biochemical, fluorogenic H-Leu-NHMec substrate, 1536-well (AID 1445); recombinant M1AAP, H-Leu-NHMec fluorogenic kinetic assay; higher % means a stronger effect; actives 0.42% (n = 220,000); inhibition, % at 30 µM, or IC50 in µM where a hit was titrated;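 active = primary inhibition above the hit cutoff, then over 50% inhibition at one or more dose response concentrations, cut at about 23% in these data, passing the limit was not always enough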;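 also: plate controls were DMSO full reaction for no effect and no enzyme background for full effect; strong numbers were not always called active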
# WT yeast gro inh mutant strain: recorded beside WT yeast gro inh, whose call it bears; inhibition, %; mitochondrial fusion phenotypic screen, mutant strain inhibition
# Dynein transport cytoplasmic EGFP: second read-out of Dynein transport, no call of its own (marks repeat the call); z-score; measured here: cytoplasmic GR-EGFP intensity; hits give high values
# Dynein transport nuclear GR-EGFP: further read-out of Dynein transport, marked with its call; z-score; measured here: nuclear GR-EGFP intensity;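 lower value marks the stronger effect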
# Dynein transport cell count: further read-out of Dynein transport, marked with its call; z-score; measured here: cell count per field
# bCat nuc transl cell count 5 µM: also measured in bCat nuc transl; calls as there; cell count; measured here: cell count, cytotoxicity flag
# T cell modulator vesicle-bound %: recorded beside T cell modulator, whose call it bears; double positive events, %; measured here: CD8+ vesicle-bound cell fraction;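 binding gate set so that unloaded-vesicle control wells show 10% double positive cells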
# MT stabilize HCS Hoechst-high %: second read-out of MT stabilize HCS, no call of its own (marks repeat the call); % Hoechst-high responders; measured here: nuclear condensation Hoechst responders;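 share of cells brighter than vehicle mean plus two SD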
# MT stabilize HCS cytotoxicity %: also measured in MT stabilize HCS; calls as there; toxicity, %; measured here: cytotoxicity by cell density;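 0% = mean cell density of plate MIN control wells and 100% = no cells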
# Autophagy mod cell loss 18 h: recorded beside Autophagy mod, whose call it bears; toxicity, %; measured here: cell loss, nuclei count;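 cell loss after 18 h compound exposure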
# * hit, by the source's call; i = inactive; / = no result given.
SMILES,MT stabilize HCS,MT stabilize HCS Hoechst-high %,MT stabilize HCS cytotoxicity %,T cell modulator,T cell modulator vesicle-bound %,bCat nuc transl,bCat nuc transl cell count 5 µM,WT yeast gro inh,WT yeast gro inh mutant strain,M17LAP inhibition,Dynein transport,Dynein transport cytoplasmic EGFP,Dynein transport nuclear GR-EGFP,Dynein transport cell count,Yfh1-depleted yeast,Autophagy mod,Autophagy mod cell loss 18 h,P. falciparum M1AAP
C=CCCCCCCCCC(=O)Nc1c[nH]c(=O)[nH]c1=O,2.5,2.3,4.8,i,10.8,/,/,/,/,12.7%,1.2,-0.158,0.923,-0.975,i,i,-0.7,3.3%
Cc1ccccc1C(=O)c1cccn1CC(=O)N1CCCCCC1,6.0,2.0,2.4,i,26.2,4.4,1440,-16.8,0.5,6.2%,2.07,-0.438,1.47,-0.943,i,i,1.2,8.1%
COc1cc2cc(CN(CCCO)S(=O)(=O)c3ccccc3)c(=O)[nH]c2cc1OC,2.3,1.9,1.8,i,24.1,-1.2,1159,-5.1,-0.5,-35.1%,0.996,-0.171,1.09,0.325,i,i,4.0,7.8%
CC(C)N=C(NC#N)SCc1ccccc1F,6.2,3.2,9.8,i,43.2,2.8,1091,12.5,4.5,-7.0%,0.806,-0.192,0.636,-0.697,i,i,-0.3,-1.5%
COc1ccc(Nc2nc(N)nc(C(F)(F)F)n2)c(OC)c1,3.3,1.5,6.9,i,30.0,-0.8,1098,-20.1,-2.0,18.8%,-0.376,-0.241,0.377,1.78,i,i,-3.0,8.6%
Cc1ccc(OCC(=O)NC(=S)Nc2cccc(NC(=O)c3ccccc3)c2)cc1,5.6,2.7,4.4,i,6.7,-0.4,978,3.8,-22.6,3.5%,0.324,-0.016,1.43,-1.18,i,i,4.5,3.5%
Cn1cc(C2N3CC4(C)CN2CC(C)(C3)C4=O)c2ccccc21 (stereo unspecified),4.2,1.4,8.5,i,28.0,0.8,1044,-4.8,-23.2,-7.5%,0.49,-0.0261,0.69,-0.288,i,i,-7.5,5.7%
Cn1c(=O)cc(OCCCC(=O)NCc2ccc3c(c2)OCO3)c2ccccc21,6.1,2.8,4.3,i,24.7,/,/,9.5,7.0,3.0%,0.432,-0.269,0.337,0.251,i,i,1.6,-0.9%
COc1ccnc(Oc2cccc(C(F)(F)F)c2)c1C(=O)N/C=N/OCc1ccccc1F,2.7,2.4,5.9,i,64.4,-1.2,1154,5.3,1.3,-4.5%,0.0251,-0.258,0.0491,0.272,i,i,9.7,13.7%
O=C(O)CN(c1ccccn1)S(=O)(=O)c1ccccc1,1.6,1.6,1.7,i,43.2,4.7,948,-11.6,-1.4,-7.7%,1.59,0.38,1.38,-1.05,i,i,-4.5,4.5%
NC(=O)C(c1ccc(Cl)cc1)c1ccc(Sc2ccccc2)nn1 (stereo unspecified),1.3,1.7,6.4,i,28.6,/,/,-28.6,-21.9,-2.4%,-0.781,-0.243,-0.57,1.01,i,i,-12.1,4.5%
CCCn1nnnc1SCC(=O)NNC(=O)c1ccco1,1.4,1.1,3.0,i,36.0,-0.9,1032,-8.4,-10.4,-4.2%,-0.857,-0.216,-0.0478,0.506,i,i,-11.6,2.8%
CCN(CC)S(=O)(=O)c1ccc(NC2c3ccccc3C(=O)N2CCN2CCOCC2)cc1 (stereo unspecified),3.7,2.9,9.9,i,33.7,-1.7,1056,-3.9,-12.1,1.5%,-0.443,-0.233,-0.00971,0.00768,i,/,/,4.8%
CCc1nnc(NC(=O)c2ccc(S(=O)(=O)N(CCOC)CCOC)cc2)s1,5.2,2.7,8.9,i,13.8,/,/,15.4,-2.0,13.2%,-0.506,-0.31,-0.299,0.61,i,i,6.2,13.9%
Cn1c(=O)[nH]c(=O)c2c1nc(SCC(=O)O)n2CCc1ccccc1,3.7,2.4,6.2,i,23.1,0.4,1183,8.0,21.0,1.3%,1.15,-0.196,1.02,-1.91,i,i,-12.4,-0.5%
CCc1nnc(NC(=O)COC(=O)CN2C(=O)c3ccccc3C2=O)s1,2.8,1.4,5.1,i,41.6,-3.2,1338,14.3,0.8,-5.7%,0.555,-0.0852,0.521,-0.0197,i,i,3.7,0.7%
Cc1cc(Cl)ccc1N1C(=O)CC(NNC(=O)c2cccnc2)C1=O (stereo unspecified),3.6,3.2,7.5,i,26.8,-1.3,471,-14.5,-9.7,3.2%,-0.305,-0.295,-0.391,0.629,i,i,0.3,17.9%
O=C(Cn1cnc2ccccc21)N/N=C/c1ccco1,5.4,2.1,5.0,i,33.1,-2.3,1054,-7.6,-25.2,-3.7%,0.144,-0.116,-0.106,-0.746,i,i,1.8,2.6%
CCOC(=O)Cc1c(C)nc(SC)[nH]c1=O,2.8,1.9,9.8,i,56.5,1.0,1444,-1.4,-9.1,-6.3%,-0.845,-0.0205,-0.274,1.26,i,i,17.7,0.5%
CCC1C/C(=C/c2cccs2)C(=O)/C(=C/c2cccs2)C1 (stereo unspecified),5.1,2.4,7.3,i,42.5,2.0,980,-1.1,-10.4,-16.5%,0.477,0.154,1.09,-0.703,i,i,8.8,2.9%
CN(C(=O)CSC1=NCCS1)c1ccccc1,4.1,3.2,4.9,i,42.9,-4.5,1198,/,/,14.7%,-1.28,-0.212,-0.892,1.22,i,i,-34.9,0.8%
COc1cc(CNCCN(C)C)c(Br)cc1OC1CCCC1,3.2,2.1,1.0,i,9.6,0.5,1141,2.8,8.5,-0.8%,-0.325,-0.282,0.0364,0.369,i,i,24.4,2.6%
COc1ccc(S(=O)(=O)N(CC(=O)NCCCN(C)C)c2ccc(C)cc2)cc1OC,7.9,1.9,13.2,i,23.2,-1.8,1410,3.4,-7.5,-3.9%,3.92,-0.152,2.08,-1.94,i,i,35.0,1.5%
CCOCCOC(=O)C(C)Sc1n[nH]c(=O)[nH]c1=O (stereo unspecified),4.5,1.5,5.6,i,16.0,6.4,1140,-3.0,6.4,-13.8%,-0.877,-0.114,-0.277,0.0757,i,i,-1.0,0.8%
CC1(C)CC(=O)C2=C(C1)N(N1CCOCC1)C(N)=C(C#N)C2c1cccnc1 (stereo unspecified),1.6,1.4,6.3,i,60.9,-2.8,1117,-26.1,-13.0,10.4%,1.94,0.142,0.96,-0.855,i,i,-5.4,2.9%

# The list goes on; the last two above are carried over.
SMILES,MT stabilize HCS,MT stabilize HCS Hoechst-high %,MT stabilize HCS cytotoxicity %,T cell modulator,T cell modulator vesicle-bound %,bCat nuc transl,bCat nuc transl cell count 5 µM,WT yeast gro inh,WT yeast gro inh mutant strain,M17LAP inhibition,Dynein transport,Dynein transport cytoplasmic EGFP,Dynein transport nuclear GR-EGFP,Dynein transport cell count,Yfh1-depleted yeast,Autophagy mod,Autophagy mod cell loss 18 h,P. falciparum M1AAP
CCOCCOC(=O)C(C)Sc1n[nH]c(=O)[nH]c1=O (stereo unspecified),4.5,1.5,5.6,i,16.0,6.4,1140,-3.0,6.4,-13.8%,-0.877,-0.114,-0.277,0.0757,i,i,-1.0,0.8%
CC1(C)CC(=O)C2=C(C1)N(N1CCOCC1)C(N)=C(C#N)C2c1cccnc1 (stereo unspecified),1.6,1.4,6.3,i,60.9,-2.8,1117,-26.1,-13.0,10.4%,1.94,0.142,0.96,-0.855,i,i,-5.4,2.9%
COc1ccccc1CN(Cc1cc2cc(C)cc(C)c2[nH]c1=O)Cc1nnnn1CC1CCCO1 (stereo unspecified),3.4,1.9,7.0,i,30.1,-1.0,1335,-6.6,15.7,3.3%,-0.497,-0.188,0.0854,-0.594,i,i,-7.3,2.6%
Cc1ccc(NS(=O)(=O)c2ccc(OCC(=O)N3CCOCC3)cc2)cc1,3.3,1.8,2.6,i,26.5,-9.3,1144,-5.0,-10.4,7.0%,-0.533,-0.262,-0.0862,-0.0796,i,i,3.2,8.4%
COCCn1cc(C(=O)c2ccccc2OCC(=O)Nc2cc(C)on2)cc(C#N)c1=O,2.5,1.3,2.9,i,17.9,/,/,-0.1,-4.9,7.5%,-0.374,-0.239,-0.108,0.942,i,i,4.6,2.3%
CC(C)(C)c1ccc(/C=N/OCC(=O)NCc2ccc(F)cc2)cc1,11.8*,30.3*,22.4*,i,60.9,/,/,49.2,1.6,-0.9%,-0.00837,-0.324,-0.314,0.319,i,i,2.1,5.8%
COc1cccc(CNC(=O)c2ccc(NC(=O)C3CCCO3)cc2)c1 (stereo unspecified),2.7,2.5,11.3,i,21.1,0.6,1009,12.2,11.5,-5.5%,-0.631,-0.193,0.00254,-0.117,i,i,12.1,4.8%
CCCCOc1ccc(C(=O)N2CC(C)OC(C)C2)cc1 (stereo unspecified),1.9,1.0,8.1,i,29.0,-0.2,1088,20.6,2.1,13.8%,-0.926,-0.0789,-0.236,0.657,i,i,-12.6,-18.0%
CCN(CC)C(=O)Sc1cccc2cccnc12,2.3,1.4,6.0,i,44.9,-3.1,1099,6.0,1.6,-6.8%,-0.266,-0.22,0.025,0.403,i,i,1.2,3.0%
C=C(C)C(=O)Nc1cccc(C2=NOC3(C2)C[C@@H](C(N)=O)N(C(=O)C(=C)C)C3)c1 (stereo partly specified),/,/,/,i,7.6,2.0,1053,/,/,3.1%,0.574,-0.65,0.504,-1.01,i,/,/,-1.3%
